Screening data as filed in PubChem.
ERK EGF block: inhibitors of EGF-stimulated ERK signaling pathway; HEK293-V1b, EGF-stimulated phospho-ERK AlphaScreen; Potency, µM (doses to about 11.5 µM), for inactives: top-dose activity change, negative = inhibition, most hits filed as inhibitors; 130,000 compounds, 0.41% hits; active = well fitted inhibition curve with a large enough effect; inconclusive = small, poorly fitted or top-dose-only effect, or effect the other way;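 note: plate controls were stimulated vehicle wells for no effect and unstimulated vehicle basal for full effect; nearly all actives have a fitted effect of over 55% in size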
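Cell line HEK293 (stable V1b), low serum overnight. Pretreatment: compound 30 min, 37C. EGF 25 nM, 5 min. Detection: SureFire AlphaScreen, 5 h RT. AC50 via standard Hill equation.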
An asterisk follows results filed as active; ? = inconclusive; [ ] = remark or other dose. Potency is the fitted concentration of half-maximal effect. The list is partial; count on the stated rates, not on these rows.

ERK EGF block	Compound
-0.6%	O=P(c1ccccc1)(c1ccccc1)N(c1ccccc1)c1ccccc1
16.3%	CC(=O)c1nc(N2C(=O)CC(Cc3ccccc3)C2=O)sc1C (stereo unspecified)
0.1%	CCOCCCNC(=S)NCCc1ccccc1
36.8%	Cn1nnnc1SCC(=O)c1ccc2c(c1)OCCO2
-4.7%	C=CCn1c(=O)c(C(=O)OCC)c(O)c2ccccc21
0.2%	Cc1noc(C)c1C(=O)N1CCC2(CC1)CN(C(=O)Nc1cccc(F)c1)C2
-0.3%	Cc1cc(C)nc(N/N=C/c2c(C)oc3ccccc23)n1
9.9%[57.5 µM]	Cc1cc(C)c(-n2[nH]nnc2=S)c(C)c1
0.2%	COC(=O)C1NN=C(C(=O)c2ccc(Cl)cc2)C1c1ccc(OC)cc1 (stereo unspecified)
8.0%[57.5 µM]	Cc1ccc(-c2cccc(C3CC=CC4C3C(=O)N(Cc3ccccc3)C4c3ccc4ccccc4c3)c2)cc1 (stereo unspecified)
-3.8%	COC(=O)CN1C(=O)C2(C(C#N)=C(N)Oc3c2c(C)nn3-c2ccccc2)c2ccccc21 (stereo unspecified)
15.7%	COc1ccc(NS(=O)(=O)c2ccc(N3CCOCC3)c(NC(=O)c3ccco3)c2)cc1
31.9%	Cc1cc(NC(=O)C23CC4CC(CC(C4)C2)C3)n[nH]1
17.8µM*	Cn1cccc1/C=N/N1CCN(Cc2cccc3ccccc23)CC1
-0.3%	CCc1ccc(C(=O)CSc2nc3cc(S(=O)(=O)N4CCOCC4)ccc3n2CC)cc1
0.8%	Cc1cccc(C)c1OC(=O)CCN1C(=O)C2C3C=CC(C4CC34)C2C1=O (stereo unspecified)
-5.6%[57.5 µM]	CCC(=O)Oc1ccc2c(c1)O/C(=C\c1ccco1)C2=O
6.8%[57.5 µM]	NC1=C(O)C(=O)C(c2ccccc2)O1 (stereo unspecified)
0.1%	CCO/N=C(\C)c1c(O)c2ccccc2n(C)c1=O
-11.0%	COc1cc2c(cc1O)CCC1C2CC[C@@]2(C)C1CC[C@@H]2O (stereo partly specified)

(next part)
ERK EGF block	Compound
0.9%	CCOCCn1cnc2sc(C(=O)NCC(=O)OCC)c(C)c2c1=O
5.6%	COC(=O)C1=C(CSc2nc3c(cc2C#N)CN(C)CC3)OC(N)=C(C#N)C1c1ccccc1F (stereo unspecified)
-5.5%	CCOC(=O)c1sc(NS(=O)(=O)c2ccc(F)cc2)nc1C
5.0%[57.5 µM]	Cc1onc(-c2ccccc2)c1C(=O)N(Cc1ccccn1)Cc1ccccn1
28.9%	CC(C)(C)c1cc(NC(=O)c2cccc([N+](=O)[O-])c2)no1
-36.0%	CCOC(=O)C1(Cc2ccc(OC)cc2)CCN(C(=O)CCN2CCCC2=O)CC1
19.1%	CCOC(=O)C1=C(COC(=O)C2(C)CC2(Cl)Cl)NC(=O)NC1c1ccccc1 (stereo unspecified)
-1.0%	NC(=O)CSc1nc(C23CC4CC(CC(C4)C2)C3)nc2ccccc12
-6.5%	CN(Cc1ccccc1)S(=O)(=O)c1ccc(Cl)c(C(=O)NCCc2ccccn2)c1
7.9%	Cc1ccccc1-n1c(Cn2c(=O)sc3ccccc32)nnc1SC(C)C
-6.3%	COC(=O)CCCSc1nccn1-c1ccccc1
8.4%[57.5 µM]	Cc1ccc(N2CC(=O)N(NC(=O)CN3CCN(c4ccccc4)CC3)CC2=O)cc1
?	O=[N+]([O-])c1ccccc1Nc1ccc(O)cc1
-3.1%[57.5 µM]	O=C(NC(=S)Nc1ccccc1C(=O)O)c1ccc2ccccc2c1
-13.1%	COc1cc(CNCc2c[nH]c3ccccc23)cc(OC)c1
-5.8%	CSc1cnc2c(N)nc(N(C)C)nc2n1
?	Cc1cccc(OCc2n(CC(=O)OC3CC(C)CCC3C(C)C)c3ccccc3[n+]2C)c1 (stereo unspecified)
4.6%	Cc1cccc(C)c1NC(=S)NCc1ccccc1
0.1%	COc1ccc(-c2nc(CN3CCC(c4ccccc4)CC3)c(C)o2)cc1OC
-1.1%[57.5 µM]	Cc1ccc2nc(NCC(=O)NN)nc(-c3ccccc3)c2c1

Next compounds follow:
ERK EGF block	Compound
-4.4%[57.5 µM]	COc1ccc(CCNc2nc(=S)[nH]c3cc(OC)c(OC)cc23)cc1OC
?	COc1ccc(Oc2ncc3nc(-c4cc(F)cc(F)c4)c(=O)n(C)c3n2)cc1
-0.6%	COc1ccc(N(C)C(=O)c2ccc3c(c2)nnn3C)cc1
3.6%	CCOC(=O)c1ccc(CNC(=O)CSc2nnc(-c3ccncc3)o2)cc1
-2.5%	O=C(CCCc1nc2ccccc2s1)NC1CCOC1=O (stereo unspecified)
14.1%	CC(C)Cc1cc(C(=O)N2CCC(N3CCC(C(=O)N4CCOCC4)CC3)CC2)n[nH]1
-2.5%[57.5 µM]	Cc1ccccc1-n1c(=O)n(CCc2ccccc2)c(=O)c2[nH]cnc21
-10.7%[57.5 µM]	Cc1nn(C)c(C(=O)Sc2cccc(Cl)c2)c1[N+](=O)[O-]
2.1%	CCN(CC)S(=O)(=O)c1ccc(N2CCOCC2)c(NCC(=O)Nc2ccc(F)cc2)c1
-10.1%[25.7 µM]	NC[C@@H]1O[C@@H](O[C@H]2[C@H](O)[C@H](O[C@@H]3O[C@H](CO)[C@@H](O)[C@H](N)[C@@H]3O)[C@@H](N)C[C@H]2N)[C@H](N)C[C@@H]1O
-3.4%	Cc1cc2ncn(CCC(=O)NC3CCCC3)c2cc1C
-12.7%	Cn1cc(Br)c(C(=O)Nc2ncc(Br)s2)n1
-3.5%	CC(=O)Nc1ccc(S(=O)(=O)N2CCC(=O)Nc3ccccc32)cc1
-7.6%	CS(=O)(=O)N(CC(=O)Nc1ccccc1C(=O)N1CCCC1)c1cccc([N+](=O)[O-])c1
-0.8%	Cc1cccc(N2CCN(C(=O)c3ccc(Cl)c(S(=O)(=O)N4CCc5ccccc5C4)c3)CC2)c1C
-1.3%[57.5 µM]	COc1ccc(NC(=O)N2CCC(CO)(CC3CCCCO3)CC2)c(OC)c1 (stereo unspecified)
3.0%	CCCC1=NN(c2ccc([N+](=O)[O-])cc2)C(=O)/C1=C/N(C)C
3.2%	CCOC(=O)c1ccc(S(=O)(=O)NCCN2CCOCC2)cc1
-9.3%[57.5 µM]	O=C(NCc1nc2ccccc2[nH]1)C1=C[C@@H](c2ccccc2)C[C@@H](OCc2ccc(CO)cc2)O1
3.5%	CC(C)c1ccc(/C=C/C(=O)Nc2nncs2)cc1

Structural class, the compounds so far containing an NH in an aromatic ring
ERK EGF block	Compound
9.9%[57.5 µM]	Cc1cc(C)c(-n2[nH]nnc2=S)c(C)c1
31.9%	Cc1cc(NC(=O)C23CC4CC(CC(C4)C2)C3)n[nH]1
-13.1%	COc1cc(CNCc2c[nH]c3ccccc23)cc(OC)c1
-4.4%[57.5 µM]	COc1ccc(CCNc2nc(=S)[nH]c3cc(OC)c(OC)cc23)cc1OC
14.1%	CC(C)Cc1cc(C(=O)N2CCC(N3CCC(C(=O)N4CCOCC4)CC3)CC2)n[nH]1
-2.5%[57.5 µM]	Cc1ccccc1-n1c(=O)n(CCc2ccccc2)c(=O)c2[nH]cnc21
-9.3%[57.5 µM]	O=C(NCc1nc2ccccc2[nH]1)C1=C[C@@H](c2ccccc2)C[C@@H](OCc2ccc(CO)cc2)O1

Later entries.
ERK EGF block	Compound
-6.2%	O=[N+]([O-])c1ccc(N2CCN(S(=O)(=O)c3ccccc3[N+](=O)[O-])CC2)cc1N1CCc2ccccc2C1
0.8%	Cc1ccc(-c2nnc(SCC(=O)NNC(=O)COc3ccccc3C)n2C)cc1
-3.1%	OC[C@@H](O)C1OC2NC(=S)OC2C1O (stereo partly specified)
-0.3%	CCN1CCc2c(sc(NC(=O)Nc3ccc(Cl)c(Cl)c3)c2C(N)=O)C1
-4.0%	CCOC(=O)c1sc(=NC(=O)c2ccc(C)cc2)n(C)c1C
24.0%	O=C(c1ccc([N+](=O)[O-])cc1)N1CCN(Cc2ccccc2)CC1
-7.9%	O=C(NC1CCCCCC1)c1ccc(OCC2CCCO2)cc1 (stereo unspecified)
2.9%	CCN1CCc2c(OCC(=O)N3CCCc4ccccc43)cccc2C1=O
-0.2%[57.5 µM]	NS(=O)(=O)c1cccc(NC(=O)Nc2ccc(Cl)cc2)c1
-31.6%[57.5 µM]	CC(=O)Nc1cccc(CP(=O)(c2ccccc2)c2ccccc2)c1
-2.8%[57.5 µM]	Cc1cc(Cl)ccc1NNC(=O)c1snnc1C
-7.8%	O=C1CC(c2ccc(O)c(O)c2)Oc2cc(O)cc(O)c21 (stereo unspecified)
31.2%	COc1ccc(CNC(=O)CSCc2ccccc2Cl)cc1
-13.8%	COCCNCCCCOc1ccccc1-c1ccccc1
8.2%	COc1cc(C=Nc2c(C)cc(C)cc2C)ccc1OC(C)=O
2.4%	O=C(c1ccc(S(=O)(=O)c2ccccc2)cc1)N1CCCCCC1
-16.9%	COc1cccc(CC2(CO)CCCN(Cc3cnn(-c4ccccc4)c3)C2)c1 (stereo unspecified)
-8.1%	CNC(=S)NNC(=O)c1cccc(N(C)C)c1
1.8%	CN1C(=O)C(O)(CC(=O)/C=C/c2ccco2)c2cc(Br)ccc21 (stereo unspecified)
3.0%	CCOC(=O)C1=C(O)c2ccccc2C(=O)/C1=C\c1ccc(C)cc1

As entered above:
ERK EGF block, O=C(c1ccc([N+](=O)[O-])cc1)N1CCN(Cc2ccccc2)CC1 : 24.0%
ERK EGF block, Cc1cc(Cl)ccc1NNC(=O)c1snnc1C : -2.8%[57.5 µM]
ERK EGF block, CC(=O)Nc1cccc(CP(=O)(c2ccccc2)c2ccccc2)c1 : -31.6%[57.5 µM]
ERK EGF block, COc1cc(C=Nc2c(C)cc(C)cc2C)ccc1OC(C)=O : 8.2%
ERK EGF block, O=C1CC(c2ccc(O)c(O)c2)Oc2cc(O)cc(O)c21 (stereo unspecified) : -7.8%

3 consecutive entries from above, quoted:
ERK EGF block	Compound
-3.1%	OC[C@@H](O)C1OC2NC(=S)OC2C1O (stereo partly specified)
-0.3%	CCN1CCc2c(sc(NC(=O)Nc3ccc(Cl)c(Cl)c3)c2C(N)=O)C1
-4.0%	CCOC(=O)c1sc(=NC(=O)c2ccc(C)cc2)n(C)c1C

Additional results follow.
ERK EGF block	Compound
3.7%	CN(C)CCCNc1ccc(-c2nn(C)c(=O)c3ccccc23)cc1[N+](=O)[O-]
-3.3%[57.5 µM]	CC(/C=C/C1(O)C(C)CC(=O)CC1(C)C)OC1OC(CO)C(O)C(O)C1O (stereo unspecified)
?	CC1(C)CC(=O)C(N=Nc2cc(C(F)(F)F)ccc2Cl)=C(O)C1
-2.2%[57.5 µM]	O=C(NCCCN1CCOCC1)C(=O)N/N=C/c1cccc2ccccc12
-3.4%	Cc1ccc(NC(=S)Nc2cccnc2)c(S(=O)(=O)N2CCCCC2)c1
-6.0%	O=C(/C=C/c1ccccc1)C1C(=O)c2ccccc2C1=O
2.9%	c1ccc2sc(Nc3nc4cc5c(cc4s3)OCO5)nc2c1
-4.6%	O=C(NC(=S)Nc1ccc(CN2CCOCC2)cc1)c1cc2ccccc2o1
-0.6%	CCCNC(=S)N1CCN(c2nc(C)nc3sc4c(c23)CCCC4)CC1
6.0%	Cc1ccc(CN2CCN(Cc3ccc4c(c3)OCCO4)CC2CCO)cc1 (stereo unspecified)
2.0%	Cc1cccc(CC2S/C(=N/N=C/c3ccco3)NC2=O)c1 (stereo unspecified)
-5.4%	O=C(O)CCCCCn1c(SCC(=O)Nc2ccc(F)cc2)nc2ccsc2c1=O
3.4%	CC(C)CCNC(=S)Nc1ccc(Br)cc1
-2.1%	Cc1cc(C(=O)N/N=C/C=C/c2ccc([N+](=O)[O-])cc2)n[nH]1
-0.9%	CSc1nc2ccccc2c(=O)n1Cc1ccc(F)cc1
27.7%	O=C(NC1CCCC1)C(c1ccccc1F)N(C(=O)Cc1cccs1)c1ccc2c(c1)OCCO2 (stereo unspecified)
-4.7%	CCC(=O)c1ccc(OCC(O)Cn2nnc3ccccc32)cc1 (stereo unspecified)
-15.0%[57.5 µM]	CC(=O)Nc1ccc(S(=O)(=O)N(C)c2ccc(OCC(=O)OCC(=O)NCc3ccco3)cc2)cc1
-5.0%	CCNC(=O)CC1C(=O)N(CC)C(=S)N1NC(=O)c1cccnc1 (stereo unspecified)
-4.1%	CCOC(=O)Nc1sc(C)c(C)c1C(N)=O

More structures.
ERK EGF block	Compound
-3.8%	CCN(C(=O)COC(=O)c1ccc(COc2ccc3c(C)cc(=O)oc3c2)cc1)C1CCS(=O)(=O)C1 (stereo unspecified)
4.5%	CCCCc1nnc(NC(=O)CSc2nc(O)c(Cc3ccccc3)c(=O)[nH]2)s1
-3.1%[57.5 µM]	COc1ccc(C(=O)c2ccc(OC)cc2OC)cc1
-7.7%[57.5 µM]	CC(=O)Nc1ccc(-c2ccc(NC(C)=O)c(O)c2)cc1O
-10.9%	CC(C(=O)N1CCOCC1)N1C(=O)c2cccc3cccc(c23)C1=O (stereo unspecified)
-3.4%	COc1ccc(C(=O)C2CCCN(C(=O)Cc3c(C)noc3C)C2)cc1OC (stereo unspecified)
-1.6%	N#CC(c1ccccc1)c1ccc(=O)[nH]n1 (stereo unspecified)
3.8%	O=C(CC1C(=O)NCCN1Cc1cccc(Oc2ccccc2)c1)NCCn1cccn1 (stereo unspecified)
-2.7%	C[N+]1(CC2COC3(CCCCC3)O2)CCCC1 (stereo unspecified)
?	COc1ccc(NCc2nc3ccccc3n2CCOc2ccc(C)cc2)cc1
1.7%[57.5 µM]	O=C(Cc1ccccc1)c1ccc(Cl)cc1
2.1%	Cc1cccc(NC(=O)Nc2cnccn2)c1
9.6%[57.5 µM]	CCOc1ccc(N2C(=O)S/C(=C\c3cc(OC)c(OC)c(OC)c3)C2=O)cc1
-21.7%[57.5 µM]	O=C(C1=C(O)C(=O)N(CCOCCO)C1c1cccc([N+](=O)[O-])c1)c1cccs1 (stereo unspecified)
-8.1%	CCN=C1S/C(=C\c2sccc2C)C(=O)N1CC
0.8%	Cc1cc(C)n(CC(=O)Nc2cccc(C(F)(F)F)c2)n1
4.2%	COc1cc(CC(=O)Nc2cccc(C(F)(F)F)c2)cc(OC)c1OC
